hERG WT inh: qHTS for Inhibitors of KCHN2 3.1: Wildtype qHTS. activity change, % at 1.84 µM. U2OS, BacMam KCNH2, thallium flux FluxOr; active compounds read low. hit rate 0.37% among 340,000. Voltage-gated inwardly rectifying potassium channel KCNH2 (Homo sapiens), Q12809;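 active = maximum activity change below -70%; inconclusive = maximum activity change between -70% and -50%; inactive = maximum activity change above -50%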
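U2OS cells were transduced with wild-type KCNH2 virus (2.03 x 10^8 / mL) for 4 h at room temperature, then cultured overnight at 37 C. Thallium flux was read with FluxOr dye. Rate constants were normalized to DMSO controls.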
KCNH2 3.1 inh: qHTS for Inhibitors of KCHN2 3.1: Mutant qHTS; AID 720553, 2013; Potassium voltage-gated channel subfamily H member 2, brain isoform KCNH2 3.1 (human); activity change, % (tested at about 1.8 µM); hit rate 0.95% among 340,000; U2OS KCNH2 3.1, thallium flux FluxOr; active compounds read low;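 active = maximum activity change below -70%; inconclusive = maximum activity change from -70% to -50%; inactive = maximum activity change above -50%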;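 also: thallium influx rate constant from kinetic fluorescence after stimulation buffer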
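FluxOr-based Tl+ influx in U2OS cells transduced with KCNH2 3.1 virus; rate constants normalized to DMSO controls.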
Eya2 inh: qHTS Assay for Inhibitors of the Phosphatase Activity of Eya2; recombinant Eya2, OMFP fluorescence dephosphorylation (OMFP is methylfluorescein phosphate); AID 488837, 2010; Potency, µM (doses to about 76.9 µM), inactives show at the top dose activity, negative = inhibition, usual class: inhibitors; Protein phosphatase EYA2 (Homo sapiens), O00167; hit rate 0.006% among 330,000; also: potency is read from the fitted curve at half-maximal effect
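Eya2 (0.2 uM) preincubated 10 min at ambient with compound, then OMFP substrate added at 50 uM; 10 min reaction in 50 mM HEPES pH 7.5, 50 mM NaCl, 5 uM MgCl2, 0.05% BSA, 1 mM DTT. Fluorescence read at Ex 485/Em 525 nm.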
FBPA coupling cs: qHTS Assay for Inhibitors of Fructose-1,6-bisphosphate Aldolase from Giardia Lamblia: Coupling assay counterscreen; coupling enzyme system counterscreen, AmpLite Red fluorescence; hit rate 0.67% among 290,000; activity change, negative = inhibition, % at 58.2 µM, hits read low; AID 2472, 2010; in the data active = activity change below about -30%
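Coupling enzymes only (glyceraldehyde-3-phosphate) + compound, at 57.5 uM final, 10 min RT; add substrate/coupling/AmpLite Red mix, 20 min RT; fluorescence ex 525/em 598 nm. Actives flag coupling-system interference.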
B2AR arrestin: qHTS assay of beta-arrestin-biased ligands of beta2-adrenergic receptor; Beta-2 adrenergic receptor (Homo sapiens), P07550; Potency, µM (doses to about 46.1 µM), for the others: top-dose activation, actives largely listed as activators; hit rate 0.02% among 330,000; beta-arrestin recruitment to beta2AR, cell-based reporter;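 also: potency is read from the fitted curve at half-maximal effect; 0% = DMSO controls and full agonism = EC100 isoproterenol or metaproterenol; nearly all actives have a fitted effect of over 65% in size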
Target sequence (P07550 whole entry, looked up): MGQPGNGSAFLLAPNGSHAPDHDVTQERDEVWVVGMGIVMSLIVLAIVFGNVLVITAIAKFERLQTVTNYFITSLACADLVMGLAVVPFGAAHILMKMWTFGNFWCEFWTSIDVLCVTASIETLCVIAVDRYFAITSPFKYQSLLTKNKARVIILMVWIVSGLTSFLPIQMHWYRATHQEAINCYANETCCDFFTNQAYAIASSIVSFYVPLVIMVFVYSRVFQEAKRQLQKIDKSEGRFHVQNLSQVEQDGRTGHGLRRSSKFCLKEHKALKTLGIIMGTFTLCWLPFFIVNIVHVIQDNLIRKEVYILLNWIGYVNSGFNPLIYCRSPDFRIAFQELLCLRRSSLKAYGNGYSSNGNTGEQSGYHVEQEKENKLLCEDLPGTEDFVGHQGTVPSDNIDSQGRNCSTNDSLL
PKM2 activator: qHTS Assay for Activators of Human Muscle isoform 2 Pyruvate Kinase. Pyruvate kinase PKM (Homo sapiens), P14618. purified PKM2, Kinase-Glo ATP luminescence, activation; response scale: 0% is enzyme alone, no compound. Potency, µM (top dose mostly 57.5 µM), for the others: at the top dose activation, most hits filed as activators. hit rate 0.34% among 260,000. AID 1631, 2009; also: potency is read from the fitted curve at half-maximal effect; nearly all actives have a fitted effect of over 55% in size
Target sequence (P14618 whole entry, looked up, canonical isoform): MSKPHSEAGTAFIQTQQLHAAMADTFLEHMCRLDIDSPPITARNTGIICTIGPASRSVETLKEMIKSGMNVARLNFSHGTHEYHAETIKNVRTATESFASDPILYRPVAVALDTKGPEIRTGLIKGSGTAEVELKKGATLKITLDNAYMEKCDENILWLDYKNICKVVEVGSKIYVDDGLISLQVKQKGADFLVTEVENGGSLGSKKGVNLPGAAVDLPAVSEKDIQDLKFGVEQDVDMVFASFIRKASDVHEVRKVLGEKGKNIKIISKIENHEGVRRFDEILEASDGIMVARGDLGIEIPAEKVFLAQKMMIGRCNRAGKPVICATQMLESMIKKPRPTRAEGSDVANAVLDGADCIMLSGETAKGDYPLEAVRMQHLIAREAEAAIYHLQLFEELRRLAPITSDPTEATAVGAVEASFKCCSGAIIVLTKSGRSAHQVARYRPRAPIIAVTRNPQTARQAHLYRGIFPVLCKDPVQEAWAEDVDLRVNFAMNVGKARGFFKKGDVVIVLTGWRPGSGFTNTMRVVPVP
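hPK-M2, >95% pure; 0.1 mM ADP / 0.5 mM PEP final; imidazole pH7.2 buffer w/ 7 mM MgCl2, 50 mM KCl; 1 h RT; Kinase-Glo lum. Intermediate enzyme activity for dual inhibitor/activator qHTS.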
USP2a block: qHTS Assay for Inhibitors of Ubiquitin-specific Protease USP2a Using CHOP2 as the Reporter | Potency, µM (doses to about 38.3 µM), without a hit: at the top dose activity change, negative = inhibition, hits mostly inhibitors | hit rate 0.01% among 330,000 | AID 463254, 2010 | Ubiquitin carboxyl-terminal hydrolase 2 (Homo sapiens), O75604 | USP2 core, Ub-CHOP2 coupled fluorogenic reporter, 485/531;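 also: potency is read from the fitted curve at half-maximal effect; plate controls were DMSO wells for no effect and full inhibition by NEM control for full effect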
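Cell-free coupled assay: 10nM USP2 core preincubated 30min RT with compound in Tris-HCl pH 8.0/CaCl2/CHAPS buffer, then 25nM Ub-CHOP2 and 25nM reporter substrate; fluorescence (Ex 485/Em 531) read after 60min RT, normalized to NEM inhibition, concentration-response curves fitted.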
Giardia killer: Small Molecules that selectively kill Giardia lamblia: qHTS; activity change, % at 7.66 µM, hits read low; Giardia lamblia trophozoite viability; hit rate 0.15% among 340,000; in the data active = activity change below about -80%; inconclusive = between about -30% and that limit;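 also: parasites exposed to compound for two days anaerobically before the ATP read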
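Compounds were tested on trophozoites seeded at 100 cells/well and held 48 hrs at 37 deg C anaerobically. An ATP-based luminescent kit measured the remaining live cells.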
BCR signal inh: qHTS Assay to Find Inhibitors of Chronic Active B-Cell Receptor Signaling. ABC-DLBCL IkBa-CBG/CBR reporter, luminescence ratio, 4 h. Potency, µM (doses to about 46.1 µM), for inactives: top-dose ratio change, negative = lower green/red ratio, most hits filed as inhibitors. hit rate 0.05% among 340,000; active = well fitted inhibition curve with a large enough effect in the signal ratio, with a control signal flat, not every such curve was filed as active; inconclusive = small, poorly fitted or top-dose-only effect, or effect the other way, or a change in a side signal; the % refers to the signal ratio;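 also: potency is read from the fitted curve at half-maximal effect; plate controls were basal doxycycline-induced cells for no effect and cells given 10 µM MG132 for full effect; MG132 reads +100%, hits lower the ratio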
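Compounds up to 46 uM were incubated four hours with TMD8 cells whose green CBG68 luciferase is fused to IkappaBalpha; red CBR luminescence normalised the signal, and concentration-effect curves were fitted to fusion, red and ratio data.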
uPA surface inh: qHTS for Inhibitors of Cell Surface uPA Generation; hit rate 0.31% among 330,000; cell surface uPA generation assay, qHTS; Potency, µM (highest dose often 38.3 µM), for the others: at the highest dose activity change, negative = inhibition, hits mostly inhibitors; active = well fitted inhibition curve with a large enough effect; inconclusive = small, poorly fitted or top-dose-only effect; inactive = no such curve, though single readings can be large or run the other way; tested in mouse RAW 264.7 cells; also: potency is read from the fitted curve at half-maximal effect; nearly all actives have a fitted effect of over 55% in size
GALK inh: qHTS Assay for Inhibitors of Human Galactokinase (GALK); P51570; Purified GALK, Kinase-Glo residual ATP luminescence; Potency, µM (series often up to 57.5 µM), inactives show at the top dose activity change, negative = inhibition, most hits filed as inhibitors; hit rate 0.007% among 270,000; AID 1868, 2009; also: potency is read from the fitted curve at half-maximal effect
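5 nM enzyme, 35 uM ATP, 100 uM galactose, 20 mM HEPES pH8.0, 5 mM MgCl2; 1 h RT; residual ATP by Kinase-Glo Plus luminescence, qHTS format.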
Numbers without * were called inactive; ? = inconclusive; / = not tested or not shown. Unless noted, calls follow the shape of the dose curve; as a rule, active = well fitted curve in the direction sought with a large enough effect; inconclusive = small, poorly fitted or top-dose-only effect, or another doubt; inactive = no such curve, though single readings can be large; an effect the other way counts as inactive or inconclusive. Unless noted, % is scaled to controls: 0 for no effect and ±100 for the full control effect.

SMILES | hERG WT inh | KCNH2 3.1 inh | Eya2 inh | FBPA coupling cs | B2AR arrestin | PKM2 activator | USP2a block | Giardia killer | BCR signal inh | uPA surface inh | GALK inh
CCOC(=O)C1(CCCc2ccccc2)CCN(C(=O)C(C)n2cncn2)CC1 (configuration not stated) | 21 | -18 | -9% | 4 | 0.4% | -14% | 0% | 19 | 1% | -4% | 0%
COc1ccc(C2CC(=O)Oc3ccc(OC)cc32)cc1 (configuration not stated) | 3 | -3 | -14% | / | -0.4% | / | -1% | -27 | 2% | 11% | /
Cc1ccc(Cl)c(NC(=O)CN(C)CC(=O)Nc2ccc(F)c(F)c2F)c1Cl | -4 | -1 | 5% | 1 | 0.1% | 0% | -1% | 19 | ? | 9% | -1%
CC(C)OP(=O)(OC(C)C)C(Nc1ccccn1)c1ccc(F)cc1 (configuration not stated) | 6 | 13 | -7% | 2 | -0.7% | 0% | 2% | -29 | 7% | -3% | /
O=C(CN1C(=O)/C(=C/c2ccccc2F)Sc2ccccc21)NCCCN1CCOCC1 | 9 | -10 | ? | 2 | -0.2% | / | -1% | 16 | -13% | -3% | 5%
O=C(CSc1nnnn1C1CC1)Nc1cc(S(=O)(=O)N2CCCC2)ccc1Cl | 1 | 4 | 1% | / | -0.3% | / | 1% | 15 | 0% | -2% | /
O=C1C(=O)N(C2CCS(=O)(=O)C2)C(c2cccc(O)c2)/C1=C(/O)c1ccc(Cl)cc1 (configuration not stated) | -18 | -7 | 14% | 8 | -0.2% | / | 3% | -2 | 5% | 2% | -3%
O=C(CN1C(=O)S/C(=C\c2ccccn2)C1=O)Nc1ccc(F)cc1 | 5 | 2 | -1% | / | 0.2% | / | 1% | -4 | -14% | 0% | -1%
COc1ccc(C(C(=O)NC2CCCCC2)N(C(=O)c2ccco2)c2ccccc2OC)cc1 (configuration not stated) | 6 | 5 | -4% | -5 | -1.0% | / | 1% | -6 | ? | 5% | -5%
N=c1oc2ccc3ccccc3c2cc1C(N)=S | / | -27 | -3% | -8 | -1.7% | 6% | 0% | 3 | 2% | 2% | -1%
CC(C)c1ccc(C(=O)N2CCCN(C(=O)c3ccc(C(C)C)cc3)CC2)cc1 | 12 | -5 | -2% | 1 | -1.2% | 4% | 0% | 3 | 1% | 14% | -1%
CCc1ccc(CC)c(S(=O)(=O)Nc2ccc(C(=O)O)c(O)c2)c1 | 0 | 0 | -8% | 7 | -0.2% | -3% | -2% | -1 | 13% | 8% | -3%
COc1cccc(NC(=O)CSc2nnc(COc3ccc4c(c3)CCCC4)o2)c1 | 3 | 6 | -5% | -1 | -0.1% | 4% | -1% | -16 | -2% | -3% | -1%
COCCN(CC(=O)Nc1cccc(C)c1C)C(=O)c1ccc2ccccc2n1 | -4 | 2 | 17% | / | -0.1% | / | 0% | -11 | ? | 3% | /
CS(=O)(=O)c1ccc(Cl)c(NC(=O)Nc2ccccc2)c1 | -1 | 17 | -2% | -4 | 0.5% | -1% | -8% | -23 | ? | 1% | -2%
Cn1c(C(=O)N[C@@H](C(=O)O)c2ccccc2)cc2cc(Cl)ccc21 | 1 | 9 | 18% | 21 | -0.1% | / | -1% | -10 | 6% | -2% | 3%
CC(=O)c1cc(C(=O)c2ccccc2)sc1Nc1ccccc1 | -14 | 16 | -4% | -4 | -0.4% | 1% | 0% | -11 | ? | 12% | /
CCOC(=O)c1cnc(Nc2ccccc2)nc1C(F)(F)F | 15 | 11 | 8% | 0 | 0.0% | -4% | 2% | -11 | -17% | -1% | /
O=C(c1ccco1)N1N=C(C2CCCCC2)CC1(O)C(F)(F)F (configuration not stated) | -1 | 7 | 0% | 0 | 0.0% | -6% | 0% | -9 | 4% | -3% | 1%
CCOC(=O)C1CCN(C(=O)c2ccc(Br)o2)CC1 | 1 | 5 | 6% | 6 | -0.1% | 25% | 2% | -14 | -13% | / | -1%
Cc1ccc(CNC(=O)CCS(=O)(=O)c2ccc3c(c2)CC(C)N3C(=O)C2CC2)o1 (configuration not stated) | -10 | 5 | 2% | / | -0.1% | / | 0% | 15 | ? | -23% | 5%
CCC(CC)C(=O)Nc1cccc(/C(C)=N/NC(=O)c2c(Br)cnn2C)c1 | -10 | -1 | -15% | 4 | -0.8% | -1% | -1% | 13 | -9% | -7% | -2%
Cc1ncoc1C(=O)N1CCCC(C(=O)c2ccc3c4c(cccc24)CC3)C1 (configuration not stated) | -3 | 9 | -14% | 1 | -0.7% | 8% | 0% | -2 | -3% | 1% | 1%
O=C(N/N=C/c1ccccc1Br)c1cccc(S(=O)(=O)N2CCOCC2)c1 | -11 | -2 | -17% | / | -0.1% | / | -12% | -13 | -3% | 11% | /
CCOC(=O)[C@H]1[C@H]2COc3ccccc3[C@@H]2N2C(=O)c3c(C)cc(C)cc3NC(=O)[C@@]12C | 16 | 9 | -7% | / | 0.1% | / | 3% | -7 | ? | 12% | /
COc1cccc(C(=O)NCC2CCCN(C3CCCCC3)C2)c1OC (configuration not stated) | -1 | 10 | -3% | -1 | -0.1% | -3% | 0% | 3 | -14% | 4% | 0%
Cc1nc2ccccc2nc1OCC(=O)NCc1ccc2c(c1)OCO2 | 4 | 15 | 19% | 1 | 0.2% | -1% | -3% | -14 | 1% | -1% | 3%
CCn1c(SCC(=O)Nc2ccc3c(c2)OCO3)nnc1C1CC1 | 10 | 17 | -14% | 1 | -0.2% | 1% | 2% | -5 | -2% | -1% | 7%
COc1ccccc1Cn1c(=S)[nH]c2ccc(F)cc2c1=O | 6 | 4 | 10% | -1 | 0.1% | / | 1% | -8 | 1% | 3% | /
O=C(CC1C(=O)NCCN1Cc1cccc(F)c1)NC1CCCCC1 (configuration not stated) | -5 | -9 | 1% | / | 0.1% | -6% | 1% | 11 | 2% | 6% | -3%
OC(CN=c1sc2ccccc2n1CC(O)COc1ccccc1)COc1ccccc1 (configuration not stated) | 0 | -46 | -12% | -3 | -0.5% | -6% | -3% | 11 | ? | -4% | 0%
Cc1ccc(C)c2[nH]c(=O)c(CN(Cc3ccco3)C(=S)NCC3CCCO3)cc12 (configuration not stated) | -10 | 1 | 1% | 1 | -1.2% | 16% | 1% | 13 | 0% | 4% | 3%
COc1ccc(C(=O)NCC(=O)NCC2COc3ccccc3O2)cc1 (configuration not stated) | 20 | 5 | 5% | 4 | 0.2% | -12% | 4% | -2 | 1% | 0% | -3%
Cc1ccc2c(C)c(C(=O)Nc3cccnc3)oc2c1 | 0 | 1 | 6% | 2 | 0.4% | 0% | -4% | 11 | 10% | / | 0%
O=C(CCc1ccccc1)NCC1(c2ccccc2)CCCC1 | 9 | -13 | -9% | 0 | -0.5% | / | -5% | -2 | 2% | 8% | /
O=C(/C=C\Nc1ccc2c(c1)OCO2)c1cccs1 | -3 | -2 | 1% | -5 | -0.6% | -48% | 11% | 14 | ? | -17% | 14%
CCN(c1ccc(NC(=O)COC(=O)c2cc3ccccc3oc2=O)cc1)C(C)C | 7 | -21 | 6% | 1 | 0.2% | 3% | 0% | 15 | 13% | 2% | 12%
CCOC(=O)NNC(=O)C1CCC(C)CC1 (configuration not stated) | -9 | -8 | 1% | 1 | 0.1% | 3% | -1% | -30 | -4% | 2% | 0%
CCN(CC(=O)Nc1ccccc1OC)C(=O)c1ccc(NS(=O)(=O)c2ccc(C(C)=O)cc2)cc1 | 10 | 13 | 6% | / | -0.5% | -5% | 3% | 0 | 6% | -3% | -1%
Cc1ccc2c(c1)[C@H]1[C@H](CO2)[C@H](c2ccccc2)[C@]2(C)C(=O)Nc3cc(F)ccc3C(=O)N12 | -5 | -15 | 3% | / | ? | / | -9% | -6 | ? | 7.1µM* | /

Source: PubChem BioAssay

No enrichment for hits, and some 2.4% of all compounds hit somewhere here.
